SENP1 FRET inh – human SENP1 catalytic domain inhibitors, primary screen, biochemical, FRET, uHTS. Sentrin-specific protease 1 (Homo sapiens), Q9P0U3. hit rate 0.21% among 360,000. AID 624204, 2012. inhibition, % at 10 µM. recombinant SENP1 catalytic domain, CyPet-SUMO1-YPet FRET cleavage;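 active = inhibition at least 30% at 10 µM, raw YFP signal under a set limit, fluorescence ratio 0.5 to 1.5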;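 note: 0% = enzyme with DMSO and 100% = no enzyme wells; some results filed as inactive read as strong as hits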
Target sequence (Q9P0U3 419-644 limits assumed): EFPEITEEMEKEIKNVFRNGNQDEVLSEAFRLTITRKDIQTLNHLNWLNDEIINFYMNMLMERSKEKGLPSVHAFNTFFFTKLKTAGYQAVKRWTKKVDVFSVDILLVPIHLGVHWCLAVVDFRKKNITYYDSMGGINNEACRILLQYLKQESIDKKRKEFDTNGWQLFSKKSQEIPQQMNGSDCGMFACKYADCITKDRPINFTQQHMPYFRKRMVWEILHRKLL
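System: Recombinant human SENP1 catalytic domain, His6-tagged | Incubation: Enzyme reaction for 50 min at room temperature, dark | Medium: Tris pH 8 with BME, BSA, NP40 and catalase | Also added: 25 nM SUMO1 FRET substrate | Compound: 10 µM single point, 0.5% DMSO | Measured by: FRET fluorescence in CFP and YFP emission channels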
SENP6 inh – SENP6 protease inhibitors, primary screen, biochemical, luminescence, uHTS; Recombinant SENP6 catalytic domain, aminoluciferin luminescence; hit rate 1.8% among 330,000; inhibition, % at 10 µM; AID 2599, 2010; Sentrin-specific protease 6 (Homo sapiens), Q9GZR1;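 active = inhibition above about 50% at the single tested dose, limit read from the data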;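 note: plate controls were DMSO wells with enzyme for no effect and DMSO wells lacking enzyme for full effect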
Target sequence (Q9GZR1 628-1112 limits assumed): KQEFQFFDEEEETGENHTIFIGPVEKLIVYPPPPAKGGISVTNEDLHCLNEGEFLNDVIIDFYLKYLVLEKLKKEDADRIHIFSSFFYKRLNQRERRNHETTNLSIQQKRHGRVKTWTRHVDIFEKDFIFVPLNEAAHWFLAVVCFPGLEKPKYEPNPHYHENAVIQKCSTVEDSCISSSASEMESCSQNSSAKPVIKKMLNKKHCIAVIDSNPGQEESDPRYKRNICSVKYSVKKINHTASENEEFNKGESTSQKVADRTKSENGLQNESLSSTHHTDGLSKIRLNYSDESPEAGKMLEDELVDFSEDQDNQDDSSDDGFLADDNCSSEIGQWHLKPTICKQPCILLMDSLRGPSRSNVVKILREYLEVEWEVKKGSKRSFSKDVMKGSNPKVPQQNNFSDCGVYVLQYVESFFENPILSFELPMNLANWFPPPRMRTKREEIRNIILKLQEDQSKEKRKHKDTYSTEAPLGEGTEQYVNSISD
NALP3 yeast inh – NALP3 inflammasome inhibitors in reconstituted yeast, primary screen, luminescence, uHTS; inhibition, % at 10 µM; Yeast reconstituted NLRP3/ASC/caspase-1, beta-gal luminescence, 24 h; hit rate 0.39% among 330,000;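 active = inhibition of 50% or more; inactive = inhibition below 50%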;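 note: plate controls were induced DMSO wells for no effect and uninduced yeast grown without galactose for full effect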
SENP8 block-1 – SENP8 protease inhibitors, primary screen, biochemical, luminescence | purified SENP8, Z-RLRGG-aminoluciferin cleavage | AID 2540, 2010 | hit rate 1.2% among 330,000 | inhibition, % at 10 µM | Sentrin-specific protease 8 (Homo sapiens), Q96LD8; in the data active = inhibition above about 50%
Target sequence (Q96LD8 whole entry, looked up): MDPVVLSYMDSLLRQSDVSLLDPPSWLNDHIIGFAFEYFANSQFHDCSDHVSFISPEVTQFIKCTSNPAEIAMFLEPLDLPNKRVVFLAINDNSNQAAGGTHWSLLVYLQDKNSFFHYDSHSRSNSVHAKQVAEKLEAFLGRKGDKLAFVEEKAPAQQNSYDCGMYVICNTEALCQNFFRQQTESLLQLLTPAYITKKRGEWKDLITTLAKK
HKDC1 inh – HKDC1 hexokinase inhibitors, primary screen, biochemical, fluorescence, uHTS; Q2TB90; recombinant HKDC1, G6PDH/diaphorase resazurin coupled fluorescence; inhibition, % at 20 µM; hit rate 0.16% among 340,000; AID 493160, 2011;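 active = inhibition above about 35% when tested at 20 µM, limit read from the data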;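 note: plate controls were DMSO wells with enzyme for no effect and DMSO wells lacking enzyme for full effect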
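Material: recombinant HKDC1 hexokinase; Amount: HKDC1 at 5 µg/mL; Medium: Tris pH 8.0 buffer with MgCl2, Tween-20, BSA, BME; Schedule: 90 min reaction incubation at room temperature, dark; Technique: coupled resazurin fluorescence, excitation 525 nm, emission 613 nm.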
PfGluPho inh – PfG6PD enzyme inhibitors, primary screen, biochemical, fluorescence intensity, uHTS; glucose-6-phosphate dehydrogenase-6-phosphogluconolactonase (Plasmodium falciparum 3D7); PfGluPho enzyme, NADPH resazurin-diaphorase fluorescence; hit rate 0.78% among 350,000; inhibition, % at 20 µM;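 active = inhibition reaching at least a set limit at 20 µM in the primary screen, cut at about 59% in these data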;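 note: 0% = DMSO wells with substrate and 100% = DMSO wells lacking glucose-6-phosphate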
SENP7 inh – SENP7 protease inhibitors, primary screen, biochemical, luminescence, uHTS | AID 434973, 2010 | Sentrin-specific protease 7 (Homo sapiens), Q9BQF6 | inhibition, % at 5 µM | hit rate 1.5% among 330,000 | recombinant SENP7, Z-RLRGG-aminoluciferin luminescence, 40 min;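 active = inhibition above about 50% at the single test dose, limit read from the data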;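 note: plate controls were DMSO with enzyme for no effect and no enzyme buffer wells for full effect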
SENP8 block-2 – human SENP8 protease inhibitors, primary screen, biochemical, fluorescence, Nedd8 protein substrate, uHTS; Sentrin-specific protease 8 (Homo sapiens), Q96LD8; recombinant SENP8; inhibition, % at 20 µM; hit rate 0.64% among 360,000; AID 602440, 2012; in the data active = inhibition mostly above about 40%, no sharp cut-off; inactive = mostly below about 27%
Apaf-1 inh – inhibitors of human Apaf-1 apoptosome, primary screen, biochemical, DEVD-Rh110 fluorescence, uHTS | Apoptotic protease-activating factor 1 (Homo sapiens), O14727 | hit rate 0.71% among 330,000 | inhibition, % at 20 µM | AID 489030, 2010 | reconstituted apoptosome caspase-3 activity; active = inhibition of at least 40% at 20 µM;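 note: plate controls were DMSO wells for no effect and DEVD-CHO caspase inhibitor wells for full effect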
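Material: reconstituted apoptosome with Apaf-1, cytochrome c, caspase-9, procaspase-3, dATP; medium: pH 7.5 Hepes buffer with CHAPS, BSA, DTT; also added: cytochrome c and DEVD-Rh110 substrate; timing: 30 min plus 50 min, RT; signal: Rh110 fluorescence intensity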
* marks the source's active call; other numbers are inactive results.

How did O=C(CSc1nc(C2CC2)nc2ccccc12)N1c2ccccc2Sc2ccccc21 do in these assays?
SENP1 FRET inh: 2; SENP6 inh: 9; NALP3 yeast inh: 0; SENP8 block-1: 3; HKDC1 inh: 0; PfGluPho inh: -4; SENP7 inh: 1; SENP8 block-2: 6; Apaf-1 inh: 21

Results for Cc1coc2c(C)c3oc(=O)c(CCC(=O)NCCCN4CCCC4=O)c(C)c3cc12 ?
SENP1 FRET inh: -5; SENP6 inh: -6; NALP3 yeast inh: 11; SENP8 block-1: 4; HKDC1 inh: 2; PfGluPho inh: -5; SENP7 inh: -4; SENP8 block-2: 1; Apaf-1 inh: -9

How did CCOc1ccc(C2CC(=O)NC3=C2C(=O)CCC3)cc1 (stereo unspecified) do in these assays?
SENP1 FRET inh: -1; SENP6 inh: 12; NALP3 yeast inh: 10; SENP8 block-1: 8; HKDC1 inh: 0; PfGluPho inh: -16; SENP7 inh: 6; SENP8 block-2: 5; Apaf-1 inh: 5

Results for COc1ccc(-c2cc(C(=O)Nc3c(C)nn(Cc4ccccc4)c3C)no2)cc1 ?
SENP1 FRET inh: 2; SENP6 inh: 1; NALP3 yeast inh: 1; SENP8 block-1: -1; HKDC1 inh: -8; PfGluPho inh: -3; SENP7 inh: 8; SENP8 block-2: 10; Apaf-1 inh: -4

What do the screens show for `Cc1c(C(=O)Nc2cccc(C(F)(F)F)c2)oc2ccc(S(=O)(=O)N3CCOCC3)cc12`?
SENP1 FRET inh: 0; SENP6 inh: 7; NALP3 yeast inh: 7; SENP8 block-1: -3; HKDC1 inh: -7; PfGluPho inh: 12; SENP7 inh: 8; SENP8 block-2: 0; Apaf-1 inh: -15

What do the screens show for `O=C(Cn1ncc2c1-c1ccccc1OC2)N1CCN(Cc2ccc3c(c2)OCO3)CC1`?
SENP1 FRET inh: 0; SENP6 inh: -8; NALP3 yeast inh: -1; SENP8 block-1: -14; HKDC1 inh: -7; PfGluPho inh: 1; SENP7 inh: -15; SENP8 block-2: 14; Apaf-1 inh: 19

How did Cc1cc(=O)[nH]c(-c2ccccc2)n1 do in these assays?
SENP1 FRET inh: 1; SENP6 inh: 1; NALP3 yeast inh: 2; SENP8 block-1: -15; HKDC1 inh: 0; PfGluPho inh: -2; SENP7 inh: -9; SENP8 block-2: 1; Apaf-1 inh: 13

What do the screens show for `CCN(CC)CCn1c(NCc2ccc3c(c2)OCO3)nc2ccccc21`?
SENP1 FRET inh: -9; SENP6 inh: -7; NALP3 yeast inh: 8; SENP8 block-1: -3; HKDC1 inh: -1; PfGluPho inh: -12; SENP7 inh: 3; SENP8 block-2: 12; Apaf-1 inh: -3

What do the screens show for `COc1ccccc1N(CC(=O)NCc1ccco1)S(=O)(=O)c1ccc(C)cc1`?
SENP1 FRET inh: -3; SENP6 inh: -30; NALP3 yeast inh: 8; SENP8 block-1: 2; HKDC1 inh: 7; PfGluPho inh: -4; SENP7 inh: 8; SENP8 block-2: 7; Apaf-1 inh: 1

What do the screens show for `Cc1cccc(/C=N/NC(=O)Cc2ccc(Cl)cc2)c1O`?
SENP1 FRET inh: 1; SENP6 inh: -20; NALP3 yeast inh: 14; SENP8 block-1: 16; HKDC1 inh: -14; PfGluPho inh: 0; SENP7 inh: -1; SENP8 block-2: -19; Apaf-1 inh: 6

How did COCCNC(=O)c1cc2cc3ccc(OC)cc3nc2o1 do in these assays?
SENP1 FRET inh: -2; SENP6 inh: 15; NALP3 yeast inh: 10; SENP8 block-1: -8; HKDC1 inh: -1; PfGluPho inh: -2; SENP7 inh: 10; SENP8 block-2: -251; Apaf-1 inh: 4

How did NCCCC[C@H]1CNC(=O)C(=O)N1CCc1cccc(F)c1 do in these assays?
SENP1 FRET inh: 0; SENP6 inh: -12; NALP3 yeast inh: 16; SENP8 block-1: -5; HKDC1 inh: -4; PfGluPho inh: -6; SENP7 inh: 5; SENP8 block-2: 12; Apaf-1 inh: -3

What do the screens show for `CC(C)CN1C(=O)c2ccc(NC(=O)c3ccco3)cc2C1=O`?
SENP1 FRET inh: 1; SENP6 inh: 10; NALP3 yeast inh: 32; SENP8 block-1: -5; HKDC1 inh: -1; PfGluPho inh: -1; SENP7 inh: -3; SENP8 block-2: -428; Apaf-1 inh: 5

How did COC(=O)c1ccc(C)c(NC(=O)c2c(-c3ccccc3)noc2C)c1 do in these assays?
SENP1 FRET inh: 0; SENP6 inh: -3; NALP3 yeast inh: 14; SENP8 block-1: -2; HKDC1 inh: -7; PfGluPho inh: 4; SENP7 inh: 2; SENP8 block-2: 6; Apaf-1 inh: -30

Results for CCOC(=O)C1CCN(C(=O)c2ccco2)CC1 ?
SENP1 FRET inh: 2; SENP6 inh: -10; NALP3 yeast inh: 11; SENP8 block-1: 0; HKDC1 inh: 2; PfGluPho inh: 0; SENP7 inh: -1; SENP8 block-2: 16; Apaf-1 inh: -14

Results for Nc1nonc1C(=O)N/N=C/c1cc2c(cc1[N+](=O)[O-])OCO2 ?
SENP1 FRET inh: 1; SENP6 inh: -2; NALP3 yeast inh: 15; SENP8 block-1: 0; HKDC1 inh: 3; PfGluPho inh: 14; SENP7 inh: 4; SENP8 block-2: 4; Apaf-1 inh: 4

Results for O=C(Oc1ccccc1C(=O)N1CCOCC1)c1cccc(Br)c1 ?
SENP1 FRET inh: 7; SENP6 inh: -7; NALP3 yeast inh: 10; SENP8 block-1: -8; HKDC1 inh: -1; PfGluPho inh: 10; SENP7 inh: 4; SENP8 block-2: 17; Apaf-1 inh: 2

Results for N#Cc1cc(-c2ccccc2)nnc1Sc1ccccc1 ?
SENP1 FRET inh: -2; SENP6 inh: -3; NALP3 yeast inh: 6; SENP8 block-1: -9; HKDC1 inh: 3; PfGluPho inh: -13; SENP7 inh: 8; SENP8 block-2: 20; Apaf-1 inh: 1

What do the screens show for `CCC(C)C1C(C#N)=C(N)Oc2n[nH]c(-c3ccccc3)c21` (stereo unspecified)?
SENP1 FRET inh: 2; SENP6 inh: 6; NALP3 yeast inh: 22; SENP8 block-1: 2; HKDC1 inh: 3; PfGluPho inh: 32; SENP7 inh: 6; SENP8 block-2: 1; Apaf-1 inh: 19

How did CN(C)CC[C@@H](c1ccc(Cl)cc1)c1ccccn1 do in these assays?
SENP1 FRET inh: 3; SENP6 inh: -10; NALP3 yeast inh: 18; SENP8 block-1: -7; HKDC1 inh: -4; PfGluPho inh: -2; SENP7 inh: 8; SENP8 block-2: 9; Apaf-1 inh: 5

How did Cc1cc(NC(=O)CSc2nc(C)c(C)n2CC(C)C)no1 do in these assays?
SENP1 FRET inh: -4; SENP6 inh: -5; NALP3 yeast inh: 18; SENP8 block-1: -11; HKDC1 inh: 2; PfGluPho inh: 3; SENP7 inh: -4; SENP8 block-2: 10; Apaf-1 inh: -7

Results for Cn1cccc1/C=N/NC(=O)C(O)c1ccccc1 (stereo unspecified) ?
SENP1 FRET inh: 0; SENP6 inh: -4; NALP3 yeast inh: -2; SENP8 block-1: 2; HKDC1 inh: -1; PfGluPho inh: 0; SENP7 inh: 1; SENP8 block-2: -13; Apaf-1 inh: -26

Results for CCOC(=O)CN(C(=O)c1ccccc1[N+](=O)[O-])C(C)(C)C ?
SENP1 FRET inh: -3; SENP6 inh: 8; NALP3 yeast inh: 7; SENP8 block-1: -2; HKDC1 inh: -2; PfGluPho inh: 1; SENP7 inh: 1; SENP8 block-2: 4; Apaf-1 inh: -26

How did Cc1cccc(NS(=O)(=O)c2ccc(C)c(C(=O)NCC(c3cccs3)N(C)C)c2)c1 (stereo unspecified) do in these assays?
SENP1 FRET inh: -32; SENP6 inh: -14; NALP3 yeast inh: 2; SENP8 block-1: -5; HKDC1 inh: -4; PfGluPho inh: 8; SENP7 inh: 9; SENP8 block-2: -8; Apaf-1 inh: 9

Results for CCOC(=O)c1nc(C)nc(Sc2n[nH]c(-c3cc(C(F)(F)F)cc(C(F)(F)F)c3)n2)c1C ?
SENP1 FRET inh: 0; SENP6 inh: -19; NALP3 yeast inh: 32; SENP8 block-1: -1; HKDC1 inh: 2; PfGluPho inh: -13; SENP7 inh: -5; SENP8 block-2: 12; Apaf-1 inh: 13

Results for COCC(C)N=C1NN=C(c2c[nH]c3ccccc23)CS1 (stereo unspecified) ?
SENP1 FRET inh: 0; SENP6 inh: -5; NALP3 yeast inh: 7; SENP8 block-1: -4; HKDC1 inh: -7; PfGluPho inh: -6; SENP7 inh: 0; SENP8 block-2: 18; Apaf-1 inh: -9

What do the screens show for `O=C(COC(=O)c1cccc(Cl)c1)NC1CCCCCCC1`?
SENP1 FRET inh: 1; SENP6 inh: -2; NALP3 yeast inh: 32; SENP8 block-1: -13; HKDC1 inh: -1; PfGluPho inh: 17; SENP7 inh: -14; SENP8 block-2: 8; Apaf-1 inh: 21

How did Cc1nonc1N1CCN(Cc2cn[nH]c2-c2ccc3c(c2)OCO3)CC1 do in these assays?
SENP1 FRET inh: 2; SENP6 inh: -5; NALP3 yeast inh: -6; SENP8 block-1: -10; HKDC1 inh: -11; PfGluPho inh: 8; SENP7 inh: 0; SENP8 block-2: 16; Apaf-1 inh: -8

What do the screens show for `C=C(C)C(=O)N1CC2(CC(c3cccc(NC(=O)/C=C\C=C/C)c3)=NO2)C[C@H]1C(N)=O` (stereo partly specified)?
SENP1 FRET inh: -6; SENP6 inh: 3; NALP3 yeast inh: 12; SENP8 block-1: -14; HKDC1 inh: 6; PfGluPho inh: 21; SENP7 inh: -2; SENP8 block-2: -7; Apaf-1 inh: 1

Nothing new here: two of the compounds above.
How did Cc1nonc1N1CCN(Cc2cn[nH]c2-c2ccc3c(c2)OCO3)CC1 do in these assays?
SENP1 FRET inh: 2; SENP6 inh: -5; NALP3 yeast inh: -6; SENP8 block-1: -10; HKDC1 inh: -11; PfGluPho inh: 8; SENP7 inh: 0; SENP8 block-2: 16; Apaf-1 inh: -8

What do the screens show for `C=C(C)C(=O)N1CC2(CC(c3cccc(NC(=O)/C=C\C=C/C)c3)=NO2)C[C@H]1C(N)=O` (stereo partly specified)?
SENP1 FRET inh: -6; SENP6 inh: 3; NALP3 yeast inh: 12; SENP8 block-1: -14; HKDC1 inh: 6; PfGluPho inh: 21; SENP7 inh: -2; SENP8 block-2: -7; Apaf-1 inh: 1

Screens (PubChem BioAssay)
